Growth percent in the NCI-60 one-dose screen (48 h, 10 µM unless noted): 100 = growth as untreated, 0 = no growth, -100 = all killed.
HCT-15: HCT-15 colon cancer; actives 5.2% (n = 82,000); AID 1794746
HCC-2998: HCC-2998 colon cancer | actives 4.7% (n = 79,000)
HCT-116: HCT-116 colon cancer. actives 7.3% (n = 82,000)
SF-268: SF-268 CNS cancer cells; actives 3.1% (n = 82,000)
KM12: KM12 colon cancer cells | actives 5% (n = 82,000)
SNB-75: SNB-75 CNS cancer; actives 5% (n = 79,000)
HT29: HT29 colon cancer; actives 7.4% (n = 81,000)
SW-620: SW-620 colon cancer. actives 5.2% (n = 82,000). AID 1794795
SNB-19: SNB-19 CNS cancer cells; actives 2.5% (n = 81,000)
* = called active by the depositor; x = not tested or not shown. The calls were made as follows: active = growth percent below 10; inactive = the rest. Compounds as they come; about 11% have a hit in one of these screens.

SMILES | HCT-15 | HCC-2998 | HCT-116 | SF-268 | KM12 | SNB-75 | HT29 | SW-620 | SNB-19
Cc1cc(O)c2c(C)cc(=O)oc2c1 | 102 | 100 | 91 | 100 | 108 | 90 | 96 | 100 | 106
COc1cccc2sc(NCN3N=C(C)CC3=O)nc12 | 103 | 116 | 111 | 107 | 103 | 90 | 101 | 112 | 102
CCc1nc2c([nH]1)C(=O)c1ccccc1C2=O | 100 | 97 | 98 | 95 | 93 | 85 | 105 | 96 | 103
COc1ccc2cc(C(C)C(=O)N=C(N)N)ccc2c1 (stereo not drawn) | 104 | x | 97 | 95 | 106 | 81 | 106 | 91 | 104
Cn1ccc(=O)c(S(N)(=O)=O)c1 | 109 | 102 | 102 | 100 | 103 | 79 | 107 | 105 | 96
C[C@H](c1ccccc1)N1C(=O)C2=Nc3cccc(Cl)c3CN2C1=S | 68 | 106 | 64 | 107 | 82 | 83 | 95 | 67 | 93
COc1ccc(NC(=O)CC(C)=O)c(OC)c1 | 104 | 97 | 103 | 104 | 105 | 96 | 99 | 116 | 96
O=c1[nH]c(=S)c2c(n1CCCO)CCC2 | 101 | 108 | 99 | 100 | 105 | 88 | 104 | 103 | 102
Cn1c(=S)sc2ccc3ccccc3c21 | 97 | 98 | 110 | 105 | 100 | 102 | 98 | 108 | 91
CCC(=O)NC(C)c1ccccc1 (stereo not drawn) | 105 | 104 | 109 | 88 | 105 | 85 | 109 | 106 | 108
COc1ccc(C2CC(c3ccc(Nc4nc(Nc5ccc(F)cc5)nc(Nc5ccc(Cl)cc5)n4)cc3)=NN2C(C)=O)cc1 (stereo not drawn) | 94 | 100 | 95 | 131 | 135 | 85 | 108 | 109 | 79
COc1ccc(/C(C)=C(\c2ccc(Cl)cc2)c2ccc(OCCN3CCCCC3)cc2)cc1F | 0.6* | 25 | 20 | 64 | 19 | 65 | 4.6* | 22 | 58

Among those listed so far, 2 contain four or more nitrogen atoms.
SMILES | HCT-15 | HCC-2998 | HCT-116 | SF-268 | KM12 | SNB-75 | HT29 | SW-620 | SNB-19
COc1cccc2sc(NCN3N=C(C)CC3=O)nc12 | 103 | 116 | 111 | 107 | 103 | 90 | 101 | 112 | 102
COc1ccc(C2CC(c3ccc(Nc4nc(Nc5ccc(F)cc5)nc(Nc5ccc(Cl)cc5)n4)cc3)=NN2C(C)=O)cc1 (stereo not drawn) | 94 | 100 | 95 | 131 | 135 | 85 | 108 | 109 | 79

Next part
SMILES | HCT-15 | HCC-2998 | HCT-116 | SF-268 | KM12 | SNB-75 | HT29 | SW-620 | SNB-19
N#C/C=C(\c1ccc([N+](=O)[O-])cc1)n1nnc2cc(Cl)c(Cl)cc21 | -39* | 20 | -53* | 20 | -81* | 18 | 3.9* | -35* | 42
Cc1c(-c2cnc3ccc(Br)cc3c2C(=O)O)nnn1-c1ccc(Cl)cc1 | 105 | 114 | 93 | 106 | 101 | 87 | 105 | 114 | 96
Cc1c(O)c2c(c(C)c1CCO)C(O)C(C)(CO)C2O (stereo not drawn) | 105 | 105 | 105 | 101 | 100 | 93 | 107 | 99 | 103
COCc1cccnc1 | 99 | 96 | 102 | 105 | 107 | 104 | 99 | 104 | 106
NC1=NC(c2ccccc2Cl)N=C(Nc2nn[nH]n2)N1 (stereo not drawn) | 103 | 104 | 103 | 101 | 100 | 95 | 115 | 106 | 100
N#Cc1cccc(Cc2cnc(N3CCc4c(Cl)cc(C#N)cc4C3)s2)c1 | 74 | 89 | 60 | 73 | 71 | 103 | 64 | 98 | 88
OCCNc1nc(Nc2ccc(Cl)cc2)nc(Nc2ccc(C3=NN(c4cc(Cl)cc(Cl)c4)C(c4ccccc4)C3)cc2)n1 (stereo not drawn) | 97 | 109 | 91 | 72 | 98 | 91 | 98 | 109 | 101
COc1ccc(-c2nc(SCc3cc(=O)oc4cc(C)ccc34)[nH]c(=O)c2C#N)cc1 | 104 | 96 | 103 | 105 | 110 | 104 | 110 | 113 | 104
COCOc1cc2oc(C(=O)N[C@@H](Cc3ccccc3)C(O)C(=O)NCCc3ccc(OC)cc3)c(C)c(=O)c2cc1OCOC (stereo partly drawn) | 99 | 119 | 96 | 100 | 110 | 94 | 97 | 108 | 100
CC(=O)c1nn(-c2ccccc2)/c(=N/N=Cc2cn(-c3ccccc3)nc2-c2cc3ccccc3oc2=O)s1 | 98 | 108 | 98 | 104 | 106 | 104 | 109 | 104 | 103
COc1ccc(C)cc1S(=O)(=O)c1ccc([N+](=O)[O-])cc1Cl | 84 | 113 | 91 | 100 | 95 | 88 | 115 | 112 | 104
O=c1[nH]c(O)c(C=c2ccc(=C3N=c4c(c5ccccc5c5ccccc45)=N3)cc2)s1 | 50 | 94 | 34 | 88 | 56 | 100 | 76 | 77 | 82

Molecules listed so far containing a carbonyl joined to an NH by a bond outside any ring:
SMILES | HCT-15 | HCC-2998 | HCT-116 | SF-268 | KM12 | SNB-75 | HT29 | SW-620 | SNB-19
COc1ccc(NC(=O)CC(C)=O)c(OC)c1 | 104 | 97 | 103 | 104 | 105 | 96 | 99 | 116 | 96
CCC(=O)NC(C)c1ccccc1 (stereo not drawn) | 105 | 104 | 109 | 88 | 105 | 85 | 109 | 106 | 108
COCOc1cc2oc(C(=O)N[C@@H](Cc3ccccc3)C(O)C(=O)NCCc3ccc(OC)cc3)c(C)c(=O)c2cc1OCOC (stereo partly drawn) | 99 | 119 | 96 | 100 | 110 | 94 | 97 | 108 | 100

The results go on:
SMILES | HCT-15 | HCC-2998 | HCT-116 | SF-268 | KM12 | SNB-75 | HT29 | SW-620 | SNB-19
NC1=CSC2=N/C(=C\c3ccc(Cl)cc3)C(=O)N12 | 67 | 90 | 66 | 90 | 89 | 87 | 63 | 71 | 87
COc1ccc([C@H]2[C@H](C(=O)Nc3cccc(C)n3)c3ccccc3C(=O)N2c2ccc(OC)cc2)cc1 | 76 | 100 | 60 | 71 | 72 | 88 | 74 | 78 | 67
O=C(SSC(=O)c1ccccc1)c1ccccc1 | x | x | 100 | 102 | 107 | 87 | 104 | 103 | 105
O=c1ccc2cc(-n3cc(CO)nn3)ccc2o1 | 99 | 112 | 110 | 111 | 111 | 116 | 112 | 102 | 96
CCc1ccc(C(c2ccc(CC)cc2)C(Cl)(Cl)CCl)cc1 | 90 | 90 | 76 | 94 | 103 | 81 | 77 | 87 | x
COc1ccc(NC(=O)[C@@H](N)CO)cc1C(=O)Nc1cccc(C2CC(=O)c3c(cc(OC)c(OC)c3OC)O2)c1 (stereo partly drawn) | 58 | 103 | 53 | 80 | 54 | 72 | 82 | 88 | 84
CC(C)(C)c1ccc(O)c(CNCCO)c1 | 97 | 102 | 101 | 96 | 103 | 90 | 104 | 92 | 114
O=S(=O)(Nc1ccc(Cl)nn1)c1ccc(NC(=S)Nc2ccc(S(=O)(=O)Nc3ccc(Cl)nn3)cc2)cc1 | 114 | 104 | 109 | 105 | 104 | 94 | 111 | 101 | 100
O=S(=O)(c1ccc(Br)cc1)n1ccc(-c2ccc(OCCCF)cc2)n1 | 86 | 90 | 79 | 99 | 104 | 84 | 89 | 107 | 95
CSc1ccc([N+](=O)[O-])cc1 | 102 | 113 | 100 | 115 | 110 | 89 | 99 | 105 | 106
NS(=O)(=O)c1ccc(Nc2cc(-c3ccccc3)nc(SCC(=O)c3ccc(Br)cc3)n2)cc1 | 72 | 97 | 91 | 99 | 88 | 98 | 78 | 99 | 105
Cc1ccc(O)c(C(=O)c2ccccc2Cl)c1 | 99 | 56 | 99 | 104 | 116 | 79 | 108 | 98 | 109

Compound profiles (already shown). Values in the order: HCT-15	HCC-2998	HCT-116	SF-268	KM12	SNB-75	HT29	SW-620	SNB-19
NC1=NC(c2ccccc2Cl)N=C(Nc2nn[nH]n2)N1 (stereo not drawn) as listed: 103	104	103	101	100	95	115	106	100
NC1=CSC2=N/C(=C\c3ccc(Cl)cc3)C(=O)N12 as listed: 67	90	66	90	89	87	63	71	87
Cc1ccc(O)c(C(=O)c2ccccc2Cl)c1 as listed: 99	56	99	104	116	79	108	98	109
CC(=O)c1nn(-c2ccccc2)/c(=N/N=Cc2cn(-c3ccccc3)nc2-c2cc3ccccc3oc2=O)s1 as listed: 98	108	98	104	106	104	109	104	103
Cc1cc(O)c2c(C)cc(=O)oc2c1 as listed: 102	100	91	100	108	90	96	100	106

Next section:
SMILES | HCT-15 | HCC-2998 | HCT-116 | SF-268 | KM12 | SNB-75 | HT29 | SW-620 | SNB-19
CCOC(=O)Nc1ccccc1 | 98 | 98 | 101 | 102 | 103 | 92 | 104 | 106 | 103
CSc1ncc(Br)c(=S)[nH]1 | 113 | 111 | 94 | 97 | 110 | 101 | 105 | 102 | 100
CCOc1ccc(CCNC(=O)Cc2ccc(OCC)c(OCC)c2)cc1OCC | 103 | 105 | 98 | 94 | 100 | 91 | 86 | 113 | 107
Cc1ccc2oc(=O)cc(C3C(C#N)=C(N)Oc4c3ccc3ccccc43)c2c1 (stereo not drawn) | 51 | 91 | 69 | 83 | 55 | 67 | 39 | 55 | 85
N=C(N)SCCCCCCCCCCSC(=N)N | 87 | 72 | 52 | 84 | 54 | 63 | 62 | 82 | 90
